Screens from PubChem BioAssay.
TAG inh = inhibitors of triacylglycerol accumulation. H9c2 cells, Nile Red lipid (TAG) fluorescence; cells loaded with 200 µM oleic acid. inhibition, % at 12.5 µM. actives 0.66% (n = 230,000). AID 651582;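 active = pattern-corrected inhibition of lipid staining of at least 50% with the nuclear-stain viability signal not falling by more than 50%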;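 also: 0% = DMSO wells and 100% = triacsin C control wells; some results filed as inactive read as strong as hits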
TAG inh DAPI viability = further read-out of TAG inh, marked with its call; DAPI nuclei signal change (viability), lower = more cytotoxic, %;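 whole-well DAPI fluorescence read on a plate reader as a viability signal; minus 50 percent equals half of cells still viable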
Active calls of the source: *; & = joins results of further samples. Some of the compounds tested (hit frequency here may not be typical).

Below each compound: TAG inh	TAG inh DAPI viability
> O=C(/C=C/Nc1ccc(S(=O)(=O)Nc2ncccn2)cc1)c1ccc2ccccc2c1
  -5	8
> Cc1ccccc1NC1c2ccccc2C(=O)N1Cc1ccco1 (configuration not stated)
  1	2
> CCN(C[C@H]1N[C@@](CC)(C(=O)OC)[C@H]2C(=O)N(C)C(=O)[C@@H]12)S(=O)(=O)c1ccc(C(F)(F)F)cc1
  6	-9
> COc1cc2ncnc(NCc3cccs3)c2cc1OC
  0	10
> COCCCNC(=S)Nc1cc2oc3ccccc3c2cc1OC
  10	-4
> Cc1[nH][nH]c(=O)c1[C@@H](c1ccccc1[N+](=O)[O-])C(C#N)C#N
  6	10
> COCCNC(=S)N1CCN(C(=O)C(=O)Nc2ccc(C(=O)OC)cc2)CC1
  6	-2
> Cc1nnc2ccc(-c3cccc(NC(=O)c4ccco4)c3)nn12
  7	-13
> O=C(CCc1nc(-c2ccccc2F)no1)NCCN1CCN(Cc2ccccc2)CC1
  8	3
> Cc1sc2nc[nH]c(=O)c2c1-c1ccc(Cl)cc1
  1	-9
> N#C/C(=C\c1ccc[nH]1)C(=O)Nc1ccccc1Cl
  -8	33
> O=C(Nc1ccc(Cl)cc1)Nc1nc(-c2sccc2Br)cs1
  42	-19
> CCc1nc(SCC(=O)N2CCCc3ccccc32)c2oc3ccccc3c2n1
  4	-5
> O=C(Nc1ccc(Cl)cc1Cl)c1ccc(Br)o1
  0	1
> CCn1nc(C)c(CN2CCc3c([nH]c4ccccc34)C2C(C)(C)C)c1C (configuration not stated)
  2	5
> CC(=O)c1cccc(NC(=O)C(C)OC(=O)CCC2CCCCC2)c1 (configuration not stated)
  -3	-1
> COc1cccc(Cn2nnc(C(=O)Nc3cc(Cl)ccc3OC)c2N)c1
  -24	-8
> Cc1cccnc1NC(=O)Nc1cccc(F)c1
  9	-1
> Cc1cccc(C)c1NC(=O)CNC(=O)Cc1ccc(Br)cc1
  -4	-3
> O=C(Nc1ccccc1Cl)c1cc(C2CCCCN2C(=O)c2cccs2)on1 (configuration not stated)
  -8	19
> CCC1(CC)NC(=O)N(CC(=O)OCC(=O)Nc2ccccc2[N+](=O)[O-])C1=O
  -29	-5
> COc1ccc(C(=O)NCc2ncccc2C)cc1OC1CCN(C(C)=O)CC1
  14	-5
> CC(OC(=O)c1ccco1)C(=O)NCc1cccs1 (configuration not stated)
  3	-3
> CN(c1ccccc1)S(=O)(=O)c1cccc(NS(=O)(=O)c2cccc(C(=O)O)c2)c1
  14	4
> COc1ccc(CN(CCNC(=O)CCCCC(=O)NCCN(Cc2ccc(OC)cc2)C(C)C)C(C)C)cc1
  16	6
> N#Cc1ccccc1/C=C/C(=O)N1CCOCC1
  2	-4
> COCCN(CCOC)S(=O)(=O)c1ccc(OC)cc1
  -1	-3
> COc1cccc(NC(=O)Nc2nnc(CC(=O)Nc3ccccc3)s2)c1
  6	3
> O=C1OC(c2ccccc2)(c2cc(Br)c(O)c(Br)c2)c2ccccc21 (configuration not stated)
  -4	13
> O=C(CS(=O)(=O)c1ccc2ccccc2c1)N1CCCCCC1
  -6	-19

Later entries:
Below each compound: TAG inh	TAG inh DAPI viability
> NCCNC[C@@H]1COC2(CCCCCCCCCCC2)O1
  17	-4
> O=C(CCn1c(=S)oc2ccccc21)NC1CCCCCC1
  -6	-8
> O=C(c1cc(-c2cccnc2)nc2ccc(Cl)cc12)N1CCN(S(=O)(=O)c2cccs2)CC1
  8	-7
> CC1=C(C(=O)N(C(C)C)C(C)C)CC(CC(=O)NCCc2ccccn2)C(=O)N1Cc1ccccc1 (configuration not stated)
  14	-10
> CCOC(=O)C1CCN(C(=O)Nc2ccc3nc(C)c(C)nc3c2)CC1
  -7	16
> O=C(NCCCN1CCOCC1)c1c(O)c2cc(Br)cc(Br)c2[nH]c1=O
  -8	9
> CCn1cc(S(=O)(=O)NCCc2ccc(OC)c(OC)c2)cn1
  1	0
> CCNc1nc(Oc2ccc(OC)cc2)cc(C(F)(F)F)n1
  -7	3
> O=C(CCNS(=O)(=O)c1ccccc1)Nc1ccccc1
  -1	2
> CCOc1ccc(/C(O)=C2/C(=O)C(=O)N(CCOCCO)C2c2cccnc2)cc1 (configuration not stated)
  4	-1
> COc1ccc(-c2c(-c3cc(OC)cc(OC)c3)n(C)c3ccc(-c4ccc(SC)cc4)cc23)cc1
  -13	91
> O=C(Cc1ccccc1)NNC(=O)Nc1ccccc1
  -5	-2
> Cc1nn2cc(-c3ccc(Cl)cc3)nc2s1
  -23	15
> Cc1ccc(S(=O)(=O)N2CCOCC2)cc1C(=O)Nc1ccccc1N1CCOCC1
  -6	6
> O=C(Nc1cccc(S(=O)(=O)N2CCCCC2)c1)C1CC(=O)N(Cc2ccco2)C1 (configuration not stated)
  -1	-3
> C=CCC[C@H](Cc1ccc(F)cc1)C(=O)OC[C@@H](NC(=O)[C@H](CC=C)CC(=O)NCCO)c1ccccc1
  15	-2
> O=c1onc(-c2ccc(Cl)cc2Cl)n1-c1cccnc1
  -2	7
> O=C(NCC1(c2ccccc2)CCCC1)c1ccccc1
  -27	3
> COc1ccccc1C(=O)NC(=S)Nc1cccc2cc(O)ccc12
  -8	0
> CC(=O)Nc1nonc1-c1nc2ccccc2n1CC1CC1
  17	-2
> OC[C@H]1O[C@@H](n2cnc3c(Nc4ccccc4)ncnc32)[C@H](O)[C@@H]1O
  3	-6
> CNC(=O)c1ccc(-c2cc3onc(-c4ccccc4)c3c(=O)n2C)cc1
  7	-3
> COCCC(=O)Nc1ccc2c(c1)CN(C(=O)CSC)CC2
  10	-3
> O=S(=O)(Nc1ccccc1N1CCCCC1)c1ccc(Cl)s1
  -19	-2
> COc1ccc(NC(=O)CSc2nc3ccccc3nc2N2CCCC2)cc1
  29	-15
> Cc1ccccc1OC(C)C(=O)NCc1cccnc1 (configuration not stated)
  2	-3
> COc1ccc(NC(=O)CS(=O)c2ccc(F)cc2)cc1 (configuration not stated)
  -3	-4
> NNC(=O)C(=O)NCCCN1CCOCC1
  0	3
> Cc1ccc2[nH]c(=O)c3cc(C(=O)N(C)c4ccccc4C)sc3c2c1
  9	1
> Cn1cnnc1SCC(=O)NCc1ccccc1
  -10	8

Next results
Below each compound: TAG inh	TAG inh DAPI viability
> COCCCNC(=S)NCCNc1nc2cc(C)cc(C)c2cc1C#N
  19	21
> O=[N+]([O-])c1cc(/C=N/N/C(=N/c2ccccn2)c2ccccn2)ccc1O
  -5	3
> O=C(c1ccc(OC2CCN(CCc3ccccc3)CC2)cc1)N1CCCC(CO)C1 (configuration not stated)
  12	-9
> Cc1cccc(C(=O)Nc2ccc(C(=O)Nc3ccc(O)cc3)cc2)c1
  11	-14
> O=C(Cn1cnc2c(nnn2-c2cccc(Cl)c2)c1=O)N1CCOCC1
  -6	-2
> CC(Sc1nncs1)C(=O)Nc1ccc2c(c1)OCCO2 (configuration not stated)
  -8	5
> COc1ccc(S(=O)(=O)N(C)c2ccc(C(=O)N3CCC(C(N)=O)CC3)cc2)cc1OC
  15	0
> CC1(C(=O)Nc2ccc(F)cc2F)CCN1C(=O)CCC1CCCC1 (configuration not stated)
  -8	5
> Clc1ccc(CN2CCN(/N=C/c3ccco3)CC2)cc1
  1	3
> O=C(Nc1ccccc1Oc1ccccc1)c1cccc([N+](=O)[O-])c1
  10	0
> Cc1ccc(CSCCC(=O)NCCc2ccc(Cl)cc2)cc1
  -8	8
> O=C(CNc1ccccc1)N/N=C/c1cc([N+](=O)[O-])ccc1N1CCCC1
  -68	-6
> NC(=O)c1ncn([C@@H]2O[C@H](CNCc3ccc(-c4cc(C(F)(F)F)ccc4Cl)o3)[C@@H](O)[C@H]2O)n1
  -13	8
> COc1ccc(NC(=O)[C@H](COCc2ccccc2)NC(=O)OC(C)(C)C)cc1
  -5	25
> C/C(=N\NC(=O)c1nnn(-c2nonc2N)c1CN1CCC(C)CC1)c1ccc(Br)cc1
  -10	6
> CC1CCCN(C(=O)c2ccc(Br)c(S(=O)(=O)N3CCOCC3)c2)C1 (configuration not stated)
  3	-5
> O=C(Nc1ccc(N2CCCC2=O)cc1)c1cncc(Br)c1
  -4	5
> COc1ccc(C(=O)c2c[nH]c(C(=O)N=CN(C)C)c2)cc1
  -6	3
> O=C(CCCc1cccs1)Nc1ccc2c(c1)OCO2
  0	0
> C=CC[C@@H](Cc1ccc(F)cc1)C(=O)OC[C@@H]1CCCN1C(=O)[C@@H](CC=C)CC(=O)N[C@H](CO)Cc1ccccc1
  0	-1
> COC(=O)[C@@H](NC(=O)N1CCC(C)CC1)C(C)C
  2	-9
> O=C(COc1ccc(Cl)cc1)NCCN1CCCCC1
  -5	2
> CCN(CC)S(=O)(=O)c1cccc(-c2n[nH]c(=S)n2Cc2ccccc2)c1
  -12	4
> O=C(Nc1nc2ccccc2[nH]1)c1cccc(Cl)c1
  0	15
> Cc1ccc(OCC(=O)Nc2ccc(S(=O)(=O)Nc3ccccn3)cc2)c(C)c1
  -9	10
> CCNC1(C#N)CCN(Cc2ccccc2)CC1
  1	3
> O=C(COC(=O)c1ccc(O)cc1)Nc1cccc(S(=O)(=O)NC2=NCCCCC2)c1
  -1	7
> O=C(CSc1ccc([N+](=O)[O-])cn1)Nc1ccc(N2CCOCC2)cc1
  0	-3
> Cc1ccc(C(=O)NC2CCCCCC2)o1
  5	-6
> Cc1ccc(CNC(=O)CNC(=S)N(Cc2ccccc2)Cc2ccccc2F)cc1
  6	-8

Seven entries from above in a different format.
SMILES | TAG inh | TAG inh DAPI viability
COc1ccc(S(=O)(=O)N(C)c2ccc(C(=O)N3CCC(C(N)=O)CC3)cc2)cc1OC | 15 | 0
CC1(C(=O)Nc2ccc(F)cc2F)CCN1C(=O)CCC1CCCC1 (configuration not stated) | -8 | 5
Clc1ccc(CN2CCN(/N=C/c3ccco3)CC2)cc1 | 1 | 3
O=C(Nc1ccccc1Oc1ccccc1)c1cccc([N+](=O)[O-])c1 | 10 | 0
Cc1ccc(CSCCC(=O)NCCc2ccc(Cl)cc2)cc1 | -8 | 8
O=C(CNc1ccccc1)N/N=C/c1cc([N+](=O)[O-])ccc1N1CCCC1 | -68 | -6
NC(=O)c1ncn([C@@H]2O[C@H](CNCc3ccc(-c4cc(C(F)(F)F)ccc4Cl)o3)[C@@H](O)[C@H]2O)n1 | -13 | 8

Further entries.
Below each compound: TAG inh	TAG inh DAPI viability
> Cc1ccc(S(=O)(=O)NCC(=O)OCC(=O)Nc2ccc(C)c(S(=O)(=O)N3CCOCC3)c2)cc1
  -18	1
> COC(=O)c1ccc2[nH]cc(CCO)c2c1
  17	6
> N#Cc1cc2c(ccc3ccccc32)oc1=O
  4	1
> Cc1ccc(SCC(=O)Nc2cccc(S(=O)(=O)N3CCOCC3)c2)cc1C
  10	-7
> COc1ccc(C)cc1S(=O)(=O)Nc1ccc2c(c1)OCCO2
  -9	-10
> Cc1ccc(S(=O)(=O)N2CCCCC2)cc1NC(=O)COC(=O)c1ccc(=O)[nH]c1
  19	-5
> CC(=O)Nc1ccc(OCC(O)Cn2c(C)nc3ccccc32)cc1 (configuration not stated)
  -48	11
> CC(C)C(NC(=O)c1c(F)cccc1F)C(=O)NCc1ccncc1 (configuration not stated)
  4	0
> C[C@@]12C(=O)Nc3ccc(Cl)cc3C(=O)N1[C@H]1c3cc(Br)ccc3OC[C@@H]1[C@@H]2c1ccccc1
  37	-6
> COCCN(C(=O)COC(=O)Cc1cccc(OC)c1)c1c(N)n(CC(C)C)c(=O)[nH]c1=O
  -10	7
> N=c1sccn1CC(=O)Nc1cc(S(=O)(=O)N2CCCC2)ccc1Cl
  1	-2
> CCN(CC)S(=O)(=O)c1ccc(Cl)c(NC(=O)COC(=O)C2CCCCC2)c1
  17	-2
> O=C(COc1ccc2c(c1)OCO2)NCc1cccs1
  -5	8
> CCN=C1SC(CC(=O)NCCc2ccc(OC)cc2)C(=O)N1CC (configuration not stated)
  -8	9
> Cc1ccc(NS(=O)(=O)c2ccc(NC(=O)c3cccc(NC(=O)C(C)C)c3)cc2)cc1
  -41	20
> O=C(OCCOc1cccc(Cl)c1)c1cc(S(=O)(=O)N2CCOCC2)ccc1F
  -1	-10
> CC(C)(O)C(=O)NN(C(=O)c1ccccc1)c1ccc2ccccc2c1
  7	-10
> Fc1ccccc1COc1ccc(C(=S)N2CCCC2)cc1
  4	-3
> O=C(CNC(=O)c1ccccc1Br)NCC(c1ccco1)N1CCCCC1 (configuration not stated)
  -16	7
> CC(=O)NNC(=O)c1nc(-c2ccccc2)c(C)o1
  -7	6
> COCCNC(=O)C1(C)CCCN(C(=O)c2ccc(C(F)(F)F)cc2)C1 (configuration not stated)
  -2	2
> Cc1ccc(-c2csc3ncnc(Nc4ccc(N5CCOCC5)cc4)c23)cc1
  -93	22
> Cc1ccc(/C=N/N=C2/NC(=O)C(CC(=O)N3CCOCC3)S2)cc1 (configuration not stated)
  -1	-1
> CCCc1nnc(NC(=O)C2CCCO2)s1 (configuration not stated)
  -14	14
> CCc1nn(CC(=O)N2CCN(C)CC2)c(=O)c2cccn12
  7	-10
> Cc1ccc(Nc2nc(N)nc(CSc3nccn3C)n2)cc1
  7	-8
> N#CC1=C(N)N=C(SCc2cccc3ccccc23)C(C(N)=O)C12CCCCC2 (configuration not stated)
  -6	-2
> CC1CN(CCOc2ccccc2[N+](=O)[O-])CC(C)O1 (configuration not stated)
  2	2
> CC(=O)Nc1ccc(C(=O)NNC(=O)c2ccccc2-n2cccc2)cc1
  -3	3
> Cc1cccc(CCNC(=O)CCc2nnc(CCc3ccccc3)o2)n1
  -6	2

Next section.
Below each compound: TAG inh	TAG inh DAPI viability
> CSc1nc(Cc2ccc(Cl)cc2)nc2ccccc12
  -11	-9
> Cc1nc(NC(=O)COc2ccccc2)sc1C(=O)Nc1cccc(Cl)c1
  17	-5
> Cc1ccc(/C=N/NC(=O)Cc2ccc(O)cc2)s1
  -7	1
> Cc1ccccc1OCC(=O)Nc1nnc(COc2ccccc2)s1
  7	-2
> COc1ccccc1Nc1nc(C)cs1
  -6&7	6&-7
> O=C(Nc1ccccc1)Nc1ccc(Cl)c(S(=O)(=O)N2CCOCC2)c1
  -24	-18
